Screening results: PubChem BioAssay, The Scripps Research Institute Molecular Screening Center
MITF inh: MITF inhibitors, primary screen, biochemical, AlphaScreen, human; Microphthalmia-associated transcription factor (Homo sapiens), O75030; AlphaScreen MITF homodimerization, bead proximity signal; inhibition, % at 2.6 µM; 650,000 compounds, 0.91% hits; in the data active = inhibition above about 50%;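 also: 0% = vehicle wells with protein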
TEAD-YAP block: TEAD-YAP interaction inhibition, primary screen, TEAD-YAP interaction inhibitor project, luminescence, HEK-TIYL cells | 640,000 compounds, 1.4% hits | TEAD-Gal4/YAP UAS-luciferase luminescence | inhibition, % at 9.12 µM | AID 1259422, 2018; in the data active = inhibition above about 32%;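 also: 0% = median of test compound wells and 100% = reference inhibitor wells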
FBW7 act: FBW7 E3 ligase activators, primary screen, biochemical, AlphaScreen, human; F-box/WD repeat-containing protein 7 (Homo sapiens), Q969H0; AlphaScreen FBW7–phospho-cyclin E peptide binding, activator screen; normalized activity (activation), % at 26.1 µM; 650,000 compounds, 0.13% hits; AID 1259310, 2017; in the data active = normalized activity above about 1.9%;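 also: purified mutant Fbw7 with reduced substrate affinity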
Target sequence (Q969H0 whole entry, looked up): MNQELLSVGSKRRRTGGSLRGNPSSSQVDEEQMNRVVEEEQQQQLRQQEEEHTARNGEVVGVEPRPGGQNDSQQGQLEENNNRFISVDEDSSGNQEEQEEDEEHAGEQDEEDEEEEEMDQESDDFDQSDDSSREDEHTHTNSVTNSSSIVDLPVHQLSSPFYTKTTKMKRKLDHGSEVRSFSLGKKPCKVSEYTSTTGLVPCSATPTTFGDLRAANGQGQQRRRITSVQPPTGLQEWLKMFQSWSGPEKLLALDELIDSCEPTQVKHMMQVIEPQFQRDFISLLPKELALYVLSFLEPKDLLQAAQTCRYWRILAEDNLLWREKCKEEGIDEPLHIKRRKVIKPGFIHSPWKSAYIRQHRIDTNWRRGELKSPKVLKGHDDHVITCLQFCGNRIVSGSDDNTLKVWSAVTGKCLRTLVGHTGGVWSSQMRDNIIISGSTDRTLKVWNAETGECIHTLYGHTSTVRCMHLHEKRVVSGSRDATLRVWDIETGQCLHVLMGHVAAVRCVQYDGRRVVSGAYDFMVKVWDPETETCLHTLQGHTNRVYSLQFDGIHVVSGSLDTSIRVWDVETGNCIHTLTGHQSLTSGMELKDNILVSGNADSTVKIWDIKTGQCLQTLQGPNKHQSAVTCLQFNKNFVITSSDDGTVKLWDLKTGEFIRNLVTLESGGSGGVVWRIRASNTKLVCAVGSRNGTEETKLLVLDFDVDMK
GPR151 ag: activators of human GPR151, primary screen, cell-based, PathHunter beta-arrestin, luminescence. 650,000 compounds, 1% hits. activation, % at 11.2 µM. PathHunter beta-arrestin GPR151 cells. G-protein coupled receptor 151 (Homo sapiens), Q8TDV0; in the data active = activation above about 4.9%;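 also: 0% = median of compound wells and 100% = cells with positive control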
Target sequence (Q8TDV0 whole entry, looked up): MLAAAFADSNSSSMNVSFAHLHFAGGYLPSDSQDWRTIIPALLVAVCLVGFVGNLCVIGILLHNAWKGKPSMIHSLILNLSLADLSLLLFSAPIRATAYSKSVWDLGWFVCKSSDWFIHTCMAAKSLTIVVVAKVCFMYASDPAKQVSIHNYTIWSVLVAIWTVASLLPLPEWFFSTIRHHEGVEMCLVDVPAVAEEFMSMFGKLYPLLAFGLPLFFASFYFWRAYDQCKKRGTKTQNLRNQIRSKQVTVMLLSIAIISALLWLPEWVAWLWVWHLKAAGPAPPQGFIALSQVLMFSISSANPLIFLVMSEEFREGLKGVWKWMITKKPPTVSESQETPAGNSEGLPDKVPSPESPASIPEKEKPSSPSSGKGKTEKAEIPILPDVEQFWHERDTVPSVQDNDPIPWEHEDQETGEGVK
The depositor's hits bear a star; / = no result given; & = joins results of further samples.

SMILES | MITF inh | TEAD-YAP block | FBW7 act | GPR151 ag
CCOC(=O)C1=C(C)N=c2s/c(=C\c3ccc(-c4ccc([N+](=O)[O-])cc4OC)o3)c(=O)n2C1c1ccccc1Cl (stereo not drawn) | 3 | -10 | -0.1 | 0.4
CC(C)NC(=O)C(C)n1c2ccccc2c2cnn(C)c(=O)c21 (stereo not drawn) | -3 | 5 | -0.1 | -0.6
COC(=O)C1=C(C)N(Cc2ccco2)C(=O)N[C@@H]1c1ccco1 | 0 | / | 0.4 | 0.7
CCCCNc1c(C(=O)OCC)cnc2ccc(OCC)cc12 | -18 | 8 | 0.8 | -0.2
Cc1cccc(OCC(=O)Nc2ccc3c(c2)CCCN3C(=O)c2cccs2)c1 | 9 | 3 | 0.0 | -0.4
O=C(Nc1ccc(Cl)cc1Cl)N[C@H]1C[C@H]2C(=O)N3CCC[C@H]3C(=O)N2C1 | 5 | 5 | -0.1 | 0.7
CSC1=C(C#N)C(c2ccc(Cl)cc2Cl)CC(=O)N1 (stereo not drawn) | 8 | 7 | 0.2 | -2.0
C=CCOc1ccc(C2Oc3ccccc3C3CC(c4ccccc4)=NN32)cc1 (stereo not drawn) | -5 | -41 | 0.1 | 1.4
COc1cccc2c1N(C(=O)c1sc3ccccc3c1Cl)C(C)(C)c1ssc(=S)c1-2 | 5 | 4 | -0.1 | 2.1
CS(=O)(=O)C1=C(O)C(=O)N(CCCC(=O)O)C1c1ccc([N+](=O)[O-])cc1 (stereo not drawn) | -6 | -3 | 0.0 | 0.1
COc1ccc(-c2cnnn2-c2ccc(NC(=O)c3ccc(F)cc3)cc2)cc1 | 4 | 9 | -0.1 | 0.5
CCOC(=O)C1=CN(c2cc(C)cc(C)c2)C=C(C(=O)OCC)C1c1cccc(OCC)c1 | 6 | -4 | -0.1 | 0.7
CCCCNC(=O)CSc1nc(Nc2cc(OC)cc(OC)c2)c2ccccc2n1 | 13 | 0 | 0.2 | 0.3
CCCCCC(=O)N1c2ccccc2NC2=C(C(=O)CC(c3ccco3)C2)C1c1ccc(N(CC)CC)cc1 (stereo not drawn) | 2 | -4 | 0.2 | 1.1
O=C(NC1CC1)c1ccc(-c2nc(NCCOc3ccccc3)c3ncn(CCN4CCCC4=O)c3n2)cc1 | 11 | 4 | -0.1 | -0.9
CCCCCCCC/C=C\CCCCCCCC(=O)OCC | -7 | / | / | -1.5
COCCn1c(SCc2nc(N)nc(Nc3ccccc3C)n2)nc2ccccc21 | -3 | -16 | -0.1 | 1.2
CN(CC(=O)Nc1ccc(OCc2ccccc2)cc1)S(=O)(=O)c1ccc(F)cc1 | -3 | 2 | -0.1 | 0.7
CC(=O)c1sc2nc(-c3ccc(Cl)cc3)cn2c1C | -6 | 21 | 0.2 | 0.1
C=CCOc1ccc(C(=O)N2CCN(c3ccc(OC)cc3)CC2)cc1 | 8 | -8 | 0.8 | 6.1*
CCN1CCN(C(C)C(=O)Nc2cc(C)on2)CC1 (stereo not drawn) | -6 | -25 | 0.2 | -5.2
CCC(CC)c1nn(CC(=O)c2cc(C)n(CCOC)c2C)c(=N)s1 | 5 | -7 | -0.2 | 1.4
C=CCc1ccccc1OCC(O)CN1CCN(CCN2C(=O)c3cccc4cccc(c34)C2=O)CC1 (stereo not drawn) | 17 | 14 | 0.0 | -0.2
CCCCC(=O)Nc1ccc(C(=O)NCc2ccncc2)cc1 | 3 | 7 | 0.2 | -0.2
CCC(=O)Nc1nc(C)cc(SCC(=O)OC)n1 | -12 | -4 | 0.1 | 1.1
O=C(CSc1nnc2n(CC(=O)N3CCCC3)c3ccccc3n12)NCc1ccco1 | 6 | 0 | 0.7 | 3.5
O=C(/C=C/c1cnn(-c2cccc(C(=O)Nc3cccc(CN4CCCCC4)c3)c2)c1)c1ccccc1 | 10 | -3 | -0.1 | -0.2
O=C(NCc1cccnc1)C1CCCN(S(=O)(=O)c2ccc3[nH]c(=O)ccc3c2)C1 (stereo not drawn) | 8 | 6 | 0.0 | -1.2
O=C(Nc1nnc(COc2ccc([N+](=O)[O-])cc2)s1)c1ccccc1I | -4 | -6 | -0.1 | 0.8
OC(c1ccccc1)(c1ccccc1)C1CCN(c2nnnn2-c2ccccc2)CC1 | 7 | 10 | 0.2 | -1.3
Cc1nn(C)c(C)c1Nc1ccc(S(=O)(=O)N2CCCCC2)cc1[N+](=O)[O-] | 2 | 4 | -0.2 | -1.1
Cc1ccc(Cl)cc1NC(=O)Cn1nc(C)n2cccc2c1=O | -5 | 8 | -0.1 | 0.8
CC(NC(=O)CN1CCCCCC1)c1ccccc1 (stereo not drawn) | 25 | -3 | -0.1 | 0.7
Cc1ccc(C)c(CN2CCC3(CCC(CNC(=O)C4CCCO4)O3)CC2)c1 (stereo not drawn) | 20 | 11 | -0.2 | 0.5
CC1=C(C(=O)OCC(F)(F)F)C(c2ccc([N+](=O)[O-])cc2)NC(=O)N1 (stereo not drawn) | -6 | -4 | -0.2 | 0.8
O=C1N/C(=C/c2ccc(N3CCOCC3)c([N+](=O)[O-])c2)C(=O)N1c1cccc(Cl)c1 | 21 | 3 | 0.0 | 0.5
COc1cccc2cc(C(=O)NCCCc3ccccc3)c(=O)oc12 | 6 | 2 | 0.5 | -0.1
Cc1c(Nc2nc3ccccc3n3nnnc23)cccc1[N+](=O)[O-] | 23 | -30 | 0.6 | -0.6
CC(C)C(Br)C(=O)Nc1nnc(-c2ccc(F)cc2)s1 (stereo not drawn) | -6 | -8 | -0.1 | -1.4
Cc1ccc2cc(C#N)c(NCCNC(=O)c3ccncc3)nc2c1 | -8 | 13 | -0.2 | -0.5
CCC(C)Nc1nc(OC(C(F)(F)F)C(F)(F)F)nc(N2CCOCC2)n1 (stereo not drawn) | 9 | -4 | 0.3 | 3.3
CCCN1CCN(C(=O)Cn2cc3c(n2)CCC(C)C3)CC1 (stereo not drawn) | 7 | 5 | 0.9 | 1.4
CCCCOc1nnc(-c2ccc(Cl)cc2)c2ccccc12 | 8 | 7 | 0.1 | 1.7
COc1ccc(/C=N/NC(=O)c2ccnn2C)cc1 | 28 | -85 | 0.2 | -6.3
Cc1ccccc1N1C(=O)C2C3C=CC(C3)C2C1=O (stereo not drawn) | 8 | 9 | -0.1 | 0.8
COc1ccc(CN(C)C(=O)CSc2nnc3sc4ccccc4n23)cc1 | 10 | -2 | 0.0 | 0.6
S=c1oc(Cc2ccccc2)nn1CN1CCN(c2ccccn2)CC1 | 0 | 9 | 0.0 | 0.0
CCCS(=O)(=O)N1CCCC(C(=O)NCCN2CCCCC2C)C1 (stereo not drawn) | 0 | -3 | -0.3 | 0.0
Cc1ccc(S(=O)(=O)NC(CC(=O)O)c2ccco2)cc1[N+](=O)[O-] (stereo not drawn) | 19 | 0 | 0.4 | -1.0
CCOc1ccc2nc(SCC(=O)Nc3ccc(OC)c(OC)c3)c(C#N)cc2c1 | -6 | 3 | -0.1 | -0.3

New compounds follow
SMILES | MITF inh | TEAD-YAP block | FBW7 act | GPR151 ag
CC1(C)CC(=O)c2cc(-c3ccccc3)n(-c3ccccc3F)c2C1 | 14 | 8 | -0.1 | -0.9
COc1ccc(/C=C/C(=O)N2CCN(c3ccc(Cl)cc3)CC2)cc1 | 7 | -3 | -0.1 | 0.1
COC(=O)c1ccccc1NC(=O)CNC(=O)c1ccc([N+](=O)[O-])cc1 | -17 | 0 | -0.1 | -1.0
COc1ccc(CCNC(=O)c2ccc3c(c2)NC(=O)C(CS(=O)(=O)Cc2cccc(C)c2)N3)cc1OC (stereo not drawn) | -5 | 1 | 0.1 | 0.5
CC1CC(NC(=O)c2cnc3n(c2=O)CCS3)CC(C)(C)C1 (stereo not drawn) | -1 | 5 | 0.3 | 0.7
Cc1ccc(NC(=O)CN2CCN(Cc3ccccc3)CC2)cc1 | 10 | 16 | 0.2 | 4.3
O=C(OCc1ccc([N+](=O)[O-])cc1Cl)c1ccncc1 | 9 | 3 | 0.2 | -1.2
CCc1ccc(C(=O)CSc2nc3ccccc3c(=O)n2C)cc1 | -4 | -11 | -0.2 | 1.4
COc1cc(/C=c2/sc3nc(-c4ccccc4)c(-c4ccccc4)n3c2=O)ccc1OCc1ccc(Cl)cc1Cl | 25 | -5 | 0.1 | 0.8
Cc1oc(-c2cccs2)nc1CN1CCCC(N2CCOCC2)C1 (stereo not drawn) | 4 | 10 | 0.0 | -0.8

Complete entries as entered above:
Results for COC(=O)c1ccccc1NC(=O)CNC(=O)c1ccc([N+](=O)[O-])cc1 = MITF inh = -17; TEAD-YAP block = 0; FBW7 act = -0.1; GPR151 ag = -1.0
Results for O=C(OCc1ccc([N+](=O)[O-])cc1Cl)c1ccncc1 = MITF inh = 9; TEAD-YAP block = 3; FBW7 act = 0.2; GPR151 ag = -1.2

(further entries)
SMILES | MITF inh | TEAD-YAP block | FBW7 act | GPR151 ag
CCOC(=O)C1=C(C)Nc2ncnn2C1c1cccc(Br)c1 (stereo not drawn) | 9&-1 | 10&10 | 0.3&0.1 | 3.2&-0.3
Cc1ccc(C(=O)N2CCN(Cc3ccccc3)CC2)cc1 | -3 | -6 | -0.1 | -1.6
Cn1c(SCc2ccncc2)nnc1C1CCN(Cc2ccc3c(c2)OCO3)CC1 | 6 | 4 | -0.1 | -0.7
O=C(NN1S(=O)(=O)c2ccccc2S1(=O)=O)c1ccc([N+](=O)[O-])cc1 | 4 | -4 | -0.3 | 0.2
CCOc1cc(C(=O)NNC(=S)NCCCOC)cc(OCC)c1OCC | 13 | 16 | 1.1 | -1.1
CCOC(=O)CC(N)c1ccc(OCC)c(OC)c1 (stereo not drawn) | 7 | 0 | 0.0 | -1.0
O=C(COC(=O)C(CCCCN1C(=O)C2C3CCC(C3)C2C1=O)N1C(=O)C2C3CCC(C3)C2C1=O)c1ccccc1 (stereo not drawn) | -12 | -17 | -0.1 | -0.9
CN(CC(=O)N/N=C/c1ccncc1)c1ccccc1 | -2 | 3 | -0.1 | 3.7
O=C(NCC1CC1)c1n[nH]c2cc(-c3cn[nH]c3)ccc12 | 38 | -75 | 0.5 | 0.1
O=C1CC(NCCc2ccccc2)C(=O)N1c1ccc(F)cc1 (stereo not drawn) | 16 | 6 | 0.1 | 0.1

Among those listed so far, these have fluorine:
SMILES | MITF inh | TEAD-YAP block | FBW7 act | GPR151 ag
COc1ccc(-c2cnnn2-c2ccc(NC(=O)c3ccc(F)cc3)cc2)cc1 | 4 | 9 | -0.1 | 0.5
CN(CC(=O)Nc1ccc(OCc2ccccc2)cc1)S(=O)(=O)c1ccc(F)cc1 | -3 | 2 | -0.1 | 0.7
CC1=C(C(=O)OCC(F)(F)F)C(c2ccc([N+](=O)[O-])cc2)NC(=O)N1 (stereo not drawn) | -6 | -4 | -0.2 | 0.8
CC(C)C(Br)C(=O)Nc1nnc(-c2ccc(F)cc2)s1 (stereo not drawn) | -6 | -8 | -0.1 | -1.4
CCC(C)Nc1nc(OC(C(F)(F)F)C(F)(F)F)nc(N2CCOCC2)n1 (stereo not drawn) | 9 | -4 | 0.3 | 3.3
CC1(C)CC(=O)c2cc(-c3ccccc3)n(-c3ccccc3F)c2C1 | 14 | 8 | -0.1 | -0.9
O=C1CC(NCCc2ccccc2)C(=O)N1c1ccc(F)cc1 (stereo not drawn) | 16 | 6 | 0.1 | 0.1

Carrying on.
SMILES | MITF inh | TEAD-YAP block | FBW7 act | GPR151 ag
CS(=O)(=O)N(CC(=O)NCc1ccccn1)c1ccc(F)c(Cl)c1 | -1 | 4 | -0.1 | -1.7
CC1CC(C)C(O)=C(C(=N)CC2CC(=O)NC(=O)C2)C1=O (stereo not drawn) | -2 | -6 | -0.2 | -0.5
COc1cccc(CC(=O)N2CCC[C@H]2Cn2nc(-c3ccc4c(c3)OCO4)ccc2=O)c1 | -6 | 0 | -0.1 | -1.6
O=C(c1ccc([N+](=O)[O-])cc1Cl)n1nnc2ccccc21 | 5 | 8 | -0.1 | -0.7
CC(=O)N1CCN(C(=O)COc2c(C)cc(Br)cc2Cl)CC1 | 17 | 5 | 0.4 | -0.9
O=C(CCC1(Cc2ccco2)CCC(=O)N1)NCc1cc(F)cc(F)c1 (stereo not drawn) | 2 | 9 | 0.2 | -0.3
CCn1c(C)nc2cc(C(=O)N3N=C(CCOC)CC3(O)C(F)(F)F)ccc21 (stereo not drawn) | 13 | 3 | 0.1 | -0.4
Cc1oc2cc(O)ccc2c(=O)c1-c1ccc(F)cc1 | -11 | -5 | 0.0 | 1.5
C=CCn1c(=NC(=O)c2ccccc2[N+](=O)[O-])sc2cc(S(N)(=O)=O)ccc21 | -3 | 0 | 0.0 | -0.5
Cc1cnc(C)c(-c2ccc3c(c2)CC(CNC(=O)c2cccc(N4CCCC4=O)c2)O3)n1 (stereo not drawn) | 7 | 4 | -0.1 | 0.2
Nc1ccc2cc3ccc(N)cc3nc2c1 | 75* | 4 | -0.3 | -0.4
O=C(CSCC(=O)Nc1ccc(Br)cc1)Nc1ccc(Cl)cc1 | 12 | 9 | 0.0 | 1.0
COc1ccc(-c2nc3n(n2)C(c2cccc(O)c2)C2=C(CCCC2=O)N3)cc1 (stereo not drawn) | 5 | -18 | 0.1 | -0.5
COc1ccc(C(=O)Nc2cc([N+](=O)[O-])ccc2F)cc1Br | -4 | 0 | -0.1 | 1.1
O=C(COc1ccc2ccccc2c1)N1CCN(c2ccccc2)CC1 | 20 | -5 | 1.1 | 1.8
COc1cc(/C=C/C(=O)Nc2cc(C(N)=O)cc(C(N)=O)c2)ccc1OC(F)F | -20 | -5 | 0.1 | 0.7
